Screens as filed in PubChem.
Large T inhibition – SV40 large T antigen inhibitors, biochemical (AID 1903); SV40 large T antigen ATPase/helicase inhibition assay; higher % means a stronger effect; one-dose inhibition, % at 20 µM; IC50 in µM for titrated hits; actives 0.39% (n = 310,000); in the data active = a potency from the dose series; inconclusive = inhibition mostly from about 32% at the one dose, without a potency; inactive = the rest, 99 in 100 with inhibition below about 32%; also: strong numbers were not always called active
RSV CPE inhibition – RSV antiviral activity via CPE protection, HEp-2 cells, primary 10 µM value included (AID 2391). HEp-2 cells, RSV-induced CPE inhibition; higher % means a stronger effect. CPE inhibition, % at 10 µM; hits with a dose series show IC50 in µM. actives 0.13% (n = 310,000); in the data active = a potency from the dose series; inconclusive = CPE inhibition mostly from about 23% at the one dose, without a potency; inactive = the rest, 99 in 100 with CPE inhibition below about 21%; also: strong numbers were not always called active
West Nile virus CPE – West Nile virus antiviral activity, cell-based, CPE readout (AID 1621). CPE inhibition, % at 10 µM, or IC50 in µM where a hit was titrated. West Nile virus-infected cells, CPE inhibition; higher % means a stronger effect. actives 0.02% (n = 290,000); in the data active = a potency from the dose series; inconclusive = CPE inhibition mostly from about 3.7% at the one dose, without a potency; inactive = the rest, 99 in 100 with CPE inhibition below about 2.2%; also: strong numbers were not always called active
NS5 inhibitors – Dengue-2 NS5 methyltransferase inhibitors, primary screen, biochemical, confirmation dose response (AID 588689). Genome polyprotein (Dengue virus type 2 (strain 16681-PDK53)). Dengue-2 NS5 methyltransferase capping enzyme assay, biochemical; higher % means a stronger effect. inhibition, % at 25 µM; hits with a dose series show IC50 in µM. actives 0.3% (n = 340,000); in the data active = a potency from the dose series; inconclusive = inhibition above about 29% without an active follow-up result
WT yeast gro inh – growth inhibition of WT strain, primary screen, mitochondrial fusion inhibitor project, WT and mutant strains, chemical genetic; mitochondrial fusion phenotypic screen; inhibition, % at 10 µM; actives 2.1% (n = 190,000); in the data active = inhibition above about 58%; tested in S. cerevisiae
K1F lysis inhibition – inhibition of K1F phage lysis, E. coli UTI89, bacterial capsule biogenesis inhibitors, alamar blue (AID 488966) | E. coli UTI89 K1F phage lysis, alamar blue, 2 h; higher % means a stronger effect | inhibition, % at 100 µM, or IC50 in µM where a hit was titrated | actives 0.02% (n = 340,000);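 active = phage lysis inhibition, versus mean bacterial control, above a set limit; inconclusive = no clear call, values can overlap the other calls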;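 also: capsule biogenesis inhibitors block K1F phage lysis so surviving cells raise fluorescence; higher fluorescence means more inhibition of phage lysis; actives were called in the ten point dose series up to 300 µM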
CSM14.1 death rescue – rescue of cells from ER stress-induced death, primary screen, 384-well, CSM14.1, thapsigargin, ATP luminescence (AID 1222) | 190,000 tested, under 10 active | CSM14.1 thapsigargin-induced death rescue, ATP luminescence; higher % means a stronger effect | cellular ATP content (survival), % at 20 µM, or EC50 in µM where a hit was titrated;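 active = EC50 below 50 µM in the dose-response confirmation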;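 also: death triggered by thapsigargin at about 15 µM added after 2 h compound pretreatment; cell ATP read after overnight thapsigargin exposure of roughly 18 to 22 hours; normalized against plate controls of thapsigargin alone and 5% DMSO vehicle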
XIAP antagonists – XIAP antagonists, biochemical, IAP family, fluorescence polarization (AID 1018); actives 0.007% (n = 200,000); one-dose displacement, % at 20 µM; IC50 in µM for titrated hits; XIAP BIR domain, fluorescence polarization peptide displacement; higher % means a stronger effect; E3 ubiquitin-protein ligase XIAP (Homo sapiens); in the data active = displacement above about 50%; also: a part of the inactive calls stands beside numbers as strong as those of hits
Yfh1-depleted yeast – enhancers of respiration in Yfh1-depleted yeast, dose response, Friedreich's ataxia, plus single-dose screen (AID 1465) | S. cerevisiae Yfh1-off respiration, WST-1 reduction, 72 h; higher fold induction means a stronger effect | fold induction at 50 µM; hits with a dose series show EC50 in µM | actives 0.074% (n = 220,000);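 active = fold induction of absorbance versus untreated yeast above a set limit, then at least 30% activation at any dose in follow-up; inconclusive = repeats straddling the limit, or above it without dose testing; inactive = fold induction below the set limit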;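 also: activators that raise dye reduction in frataxin-depleted yeast; strong numbers were not always called active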
WT yeast gro inh mutant strain – further read-out of WT yeast gro inh, marked with its call; inhibition, %; mitochondrial fusion phenotypic screen, mutant strain inhibition
NS5 inhibitors pilot replicate – recorded beside NS5 inhibitors, whose call it bears; inhibition, %; measured here: pilot screen replicate inhibition
* = called active by the depositor; i = inactive; ? = inconclusive; / = not tested or not shown; [ ] = dose if it differs, or a comment.

SMILES	Large T inhibition	RSV CPE inhibition	West Nile virus CPE	NS5 inhibitors	WT yeast gro inh	WT yeast gro inh mutant strain	K1F lysis inhibition	CSM14.1 death rescue	XIAP antagonists	Yfh1-depleted yeast	others
CCc1c(C(=O)NCc2cnn(C)c2)csc1C	1%	1.1%	/	-5%	-3	7	-1.4%	-2.7%	-8.2%	i
CC(NC(=O)OC(C)(C)C)C(=O)NC(CCC(=O)OCc1ccccc1)C(N)=O (stereo unspecified)	6%	-1.7%	-0.2%	4%	9	5	-0.5%	0.3%	-6.3%	i
Cn1c(=O)c2c(ncn2CCCc2ccccc2)n(C)c1=O	30%	7.4%	-0.5%	-5%	-12	3	-0.1%	2.0%	-2.0%	i	NS5 inhibitors pilot replicate=0.9
CCC(NC(=O)C1(C)CC1(Br)Br)c1ccc(C)cc1 (stereo unspecified)	7%	0.8%	-0.4%	-12%	-2	-6	0.4%	-0.8%	-2.7%	i
NNC(=O)CSc1c(-c2ccccc2)c2cc(Cl)ccc2[nH]c1=O	8%	1.0%	0.1%	-5%	/	/	-1.4%[50 µM]	/	/	/
C/C(=C\c1ccco1)C1Nc2cccc3cccc(c23)N1	9%	-2.4%	0.3%	/	12	24	/	0.0%	-0.7%	i
Cc1c(OC(C)C(=O)NCc2ccncc2)ccc2c3c(c(=O)oc12)CCC3 (stereo unspecified)	11%	-0.1%	-0.5%	-5%	/	/	0.1%	/	/	/
O=C(O)CCNc1nc(-c2ccccc2)c2cc(Br)ccc2n1	8%	2.5%	-0.6%	0%	/	/	2.4%[50 µM]	/	/	/
CCOc1c(C(=O)CC)cc2c(C)cc(=O)oc2c1C	4%	6.8%	-0.3%	0%	-4	0	2.3%	-1.6%	-8.0%	i
O=C(NCCc1ccc(Cl)cc1)C1CCC(=O)N(C2CCCCCC2)C1 (stereo unspecified)	10%	0.1%	-0.6%	-9%	/	/	0.1%	/	/	/
CCCNc1nc2ccccc2c(=O)[nH]1	16%	-0.2%	0.1%	-6%	0	13	1.3%	-0.8%	-36%	i
Cc1ccc(-c2nc(Nc3cccc(C)c3)sc2CC(=O)O)cc1	11%	9.0%	0.1%	-1%	23	0	-1.6%	-1.5%	-0.9%	i
N/C(=N\OC(=O)c1ccc(OCC(F)(F)F)nc1)c1ccc(Cl)cc1	15%	3.5%	0.1%	-3%	/	/	-1.1%	/	/	i
COc1cc(/C=N/NC(=O)Nc2ccccc2)ccc1OCCOc1ccccc1C	8%	0.7%	/	1%	-7	7	2.3%	-0.2%	-6.6%	i
COc1cc(/C=N/NC(=O)c2cccc(S(=O)(=O)N3CCCC3)c2)cc(OC)c1O	38%	-0.4%	/	5%	/	/	0.4%[50 µM]	/	/	/
CCOc1ccc(N(C(C)=O)C2C=CS(=O)(=O)C2)cc1 (stereo unspecified)	-1%	-0.3%	-0.5%	-5%	-12	-6	1.5%	-1.6%	-2.0%	i
O=C(Nc1ccccn1)C(=O)N1CCCCC1	4%	0.5%	0.4%	0%	-11	-3	-0.1%	0.3%	-1.1%	i
CC(=O)N(Cc1cc2ccccc2[nH]c1=O)c1ccc(C)cc1	2%	3.6%	-1.8%	-1%	/	/	0.0%	/	/	/	NS5 inhibitors pilot replicate=-3.7
Cc1ccc(CSC2=NCCN2C(=O)c2ccc(S(=O)(=O)N(C)C)cc2)cc1	17%	2.0%	-0.8%	-5%	8	14	0.2%	-1.1%	-4.6%	i
CSc1ccc(CCNC(=O)CCc2nnc3ccc(NCCCN4CCCC4=O)nn23)cc1	10%	-1.1%	-0.1%	4%	/	/	-0.5%	/	/	/
Cc1ccc(NC(=O)CN2CCc3ccccc3C2)cc1	6%	2.2%	0.1%	-4%	14	-9	0.3%	-0.6%	-5.6%	i
C=C(C)c1cccc(C(C)(C)NC(=O)NC2CCN(Cc3ccccc3)CC2)c1	9%	0.4%	-0.1%	-5%	/	/	0.4%	/	/	/
O=C(NCCCN1CCOCC1)c1ccc(Cl)c(S(=O)(=O)N2CCCCCC2)c1	4%	7.8%	-1.1%	1%	-4	-10	-0.4%	1.3%	-4.3%	i	NS5 inhibitors pilot replicate=2.1
COc1ccccc1-c1nnc(C2CCN(S(=O)(=O)c3cccc([N+](=O)[O-])c3)CC2)o1	16%	1.6%	-0.1%	5%	/	/	-0.1%	/	/	/
COc1cc2c(cc1OC)CN(Cc1cc(=O)oc3cc(C)c(C)cc13)CC2	10%	3.0%	-0.7%	1%	3	-9	-2.3%	-2.8%	-13%	i
COc1ccc(CC(=O)Nc2cccc(C(=O)Nc3ccccc3C(=O)O)c2)cc1OC	9%	1.6%	0.0%	-9%	-16	-22	6.5%	-3.1%	-9.4%	i
CCC1=[N+](C)CCn2c(C)ccc21	3%	0.9%	-0.2%	-10%	-11	5	0.0%	-0.3%	-4.7%	i
O=C(O)C(c1ccccc1)N1C(=O)/C(=C\c2ccc(O)c(O)c2)SC1=S (stereo unspecified)	7.8µM*	0.5%	-0.1%	?	/	/	0.7%	/	/	/
COc1ccc(-n2nnnc2/C=C\Nc2ccccc2C(=O)c2ccccc2)cc1	2%	1.8%	3.1%	-2%	1	-6	-0.1%	-1.4%	-5.5%	i
CC(C)(C)[C@H]1C=C(C(=O)O)O[C@@H](OCCCCO)C1	9%	1.1%	-0.3%	-7%	/	/	0.5%	/	/	i
CC1CCN(S(=O)(=O)c2nnc(NC(=O)c3ccccc3Br)s2)CC1	17%	3.5%	0.6%	-1%	/	/	4.0%	/	/	/
Cc1ccccc1OCCn1c(CCNC(=O)C(C)C)nc2ccccc21	13%	8.3%	-0.9%	-4%	-1	-10	1.4%	0.0%	-5.8%	i
COc1cc(C)nc(N2CCCC(C(=O)NCC(C)C)C2)n1 (stereo unspecified)	-1%	1.1%	-0.2%	-3%	11	3	5.5%	-2.8%	-6.2%	i
COc1ccccc1C(=O)Oc1ccccc1C(=O)Nc1ccccc1	12%	1.6%	-1.6%	-9%	15	24	0.5%	-2.0%	-2.2%	i
CCOc1cc(C2CC(=O)Nc3cc(C)c(C)cc32)ccc1O (stereo unspecified)	4%	4.1%	-0.2%	/	15	12	-0.3%	-0.1%	-2.0%	i
CCc1ccc(NC(=O)c2ccccc2NC(=O)C2CCCO2)cc1 (stereo unspecified)	9%	0.4%	-0.8%	-6%	21	6	1.1%	-1.4%	-0.3%	i
C=CCn1c(N)c(C(=O)NCCC2=CCCCC2)sc1=S	3%	2.4%	-0.4%	5%	8	18	0.5%	-2.7%	-5.1%	i
CC(=O)N1CCN(c2ccc([N+](=O)[O-])c(NCc3cccnc3)c2)CC1	3%	1.3%	0.0%	-4%	-15	-1	0.1%	-0.8%	-4.8%	i
CC12CCC(C(=O)NCC3CCCO3)(OC1=O)C2(C)C (stereo unspecified)	1%	3.0%	0.0%	-1%	-15	-9	0.5%	-1.7%	-1.8%	i
O=C(NN1C(=O)/C(=C/c2ccc(O)c([N+](=O)[O-])c2)SC1=S)c1ccccc1Cl	9%	0.2%	-0.5%	-4%	-10	10	-4.3%	-1.8%	-2.0%	i
O=C(Nc1ccccc1)OC1CCCCc2cccnc21 (stereo unspecified)	6%	2.9%	-0.3%	-7%	/	/	-0.2%	/	/	i
COc1cc2cc(C(=O)N3CCN(c4ccccc4OC)CC3)[nH]c2cc1OC	1%	0.4%	-0.1%	-3%	/	/	1.2%[50 µM]	/	/	/
COc1ccc(-c2c(C(F)(F)F)oc3cc(OCC(=O)Nc4ccccc4C(F)(F)F)ccc3c2=O)cc1OC	3%	1.5%	-0.5%	-5%	-22	-28	2.3%	2.2%	-17%	i
Cc1ccc(NC(=S)N(CCCN2CCC(C)CC2)Cc2ccco2)cc1C	25%	-2.5%	-1.6%	-1%	14	18	0.5%	0.1%	-2.4%	i
CCCCCCCCNC(=O)/C(C#N)=C/c1ccc(SC)cc1	5%	21%	-1.6%	-1%	-12	11	0.8%	-3.7%	-0.1%	i
Cc1ccc(-c2c3c(=O)n(C)c(=O)n(C)c3cn2-c2ccccc2O)cc1	1%	0.7%	1.0%	0%	-5	-11	-1.6%	0.2%	-8.3%	/
COCCNc1oc(-c2ccccc2Cl)nc1C#N	2%	5.0%	0.9%	-7%	4	0	14%	-1.5%	-2.0%	i
Cc1oc(-c2ccc3ccccc3c2)nc1CN(C)C(C)c1ccncn1 (stereo unspecified)	24%	6.3%	-1.1%	-16%	23	11	0.3%	2.4%	-6.7%	i
COn1c(=O)c(-c2cccc(Br)c2)[n+]([O-])c2ccccc21	11%	1.3%	0.2%	/	/	/	1.8%	/	/	/
Cc1ccc2c(c1)C(O)(C1COC(C)(C)CC1=O)C(=O)N2C (stereo unspecified)	/	1.6%	0.2%	11%	0	-11	0.6%	-1.3%	-4.3%	i
Carrying on.
SMILES	Large T inhibition	RSV CPE inhibition	West Nile virus CPE	NS5 inhibitors	WT yeast gro inh	WT yeast gro inh mutant strain	K1F lysis inhibition	CSM14.1 death rescue	XIAP antagonists	Yfh1-depleted yeast	others
Cc1cccc(C(=O)NC(=S)NNC(=O)c2ccc(Cl)cc2)c1	16%	-0.5%	-1.8%	-2%	51	37	-5.9%	-4.7%	-53%	i
CCn1c(CSc2nncn2-c2ccc(OC)cc2)nc2cc(S(=O)(=O)N(C)C)ccc21	3%	0.0%	-0.5%	-5%	-12	0	0.4%	/	-1.9%	i	NS5 inhibitors pilot replicate=5.8
COc1ccc(NC(=S)NCC2CCN(c3ccc(OC)cc3)C2)cc1 (stereo unspecified)	36%	13%	0.6%	-4%	-20	12	?	-3.4%	-3.0%	i
CCSCc1nc2ccccn2c1Br	7%	/	0.0%	-8%	-6	5	-1.4%	-1.0%	-1.1%	i
COc1ccc(-c2csc(/C(C#N)=C(\O)CSc3nccn3C)n2)cc1OC	21%	-0.3%	-0.2%	31%	8	10	3.0%	0.0%	-11%	i
Cc1coc2c1c(C)cc1oc(=O)c(CC(=O)NCCCCCC(=O)O)c(C)c12	8%	1.1%	0.1%	2%	/	/	-1.0%[50 µM]	/	/	/
N/C(=N\S(=O)(=O)c1cccs1)c1ccccc1Cl	8%	1.0%	0.1%	-5%	/	/	0.8%	/	/	/
COc1ccccc1NC(=O)CSc1ccc2nnc(-c3cccnc3)n2n1	7%	1.4%	-0.1%	0%	-20	-27	-1.0%	-2.3%	-21%	i
